Mm-Cpn inhibitor: blocks the Methanococcus maripaludis chaperonin Mm-Cpn; purified Mm-Cpn ATPase, ADP Transcreener TR-FRET; Potency, µM (top dose mostly 76.9 µM), without a hit: at the highest dose activity, negative = inhibition, hits mostly inhibitors; 330,000 compounds, 0.031% hits; also: potency is read from the fitted curve at half-maximal effect; % is scaled to controls: 0 for no effect and ±100 for the full control effect; nearly all actives have a fitted effect of over 80% in size
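Quantitative HTS used 25 nM Mm-CPN and 10 uM ATP in magnesium/KCl Tris buffer, pH 7.4, with 1 mM DTT. Hydrolysis ran 30 min at 37°C; ADP was read by HTRF.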
S2 tox: cell viability loss in ATXN counter-screen | AID 651635 | S2 cells (HEK-293 line with an ATXN2-luciferase reporter) viability, CellTiter-Fluor protease fluorescence, 24 h | 400,000 compounds, 0.49% hits | Potency, µM (top dose mostly 56.7 µM), most hits filed as cytotoxic; also: potency is read from the fitted curve at half-maximal effect; nearly all actives have a fitted effect of over 40% in size
TGFb SMAD3 inh: inhibitors of TGF-b signaling | HepG2 CAGA-GFP TGF-b/SMAD3 reporter, GFP fluorescence, 18 h; TGF-beta stimulated, 500 pg/mL final | Potency, µM (doses to about 46.1 µM), for inactives: top-dose activity, negative = inhibition, actives largely listed as inhibitors | 410,000 compounds, 1.2% hits | AID 588855; also: potency is read from the fitted curve at half-maximal effect; % is scaled to controls: 0 for no effect and ±100 for the full control effect; nearly all actives have a fitted effect of over 65% in size
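Using HEPG2 CAGA-GFP reporter cells at 1000 cells/well, we pinned test compounds, stimulated with recombinant TGF-beta (500 pg/mL final) and measured total well GFP after 18 h.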
HepG2 viability: kills HepG2 cells in TGF-b inhibitor counter-screen; Potency, µM (series often up to 46.1 µM), for inactives: top-dose activity change, negative = cytotoxicity, actives largely listed as cytotoxic; HepG2 CAGA-GFP viability, ATP luminescence, 18 h; 410,000 compounds, 0.76% hits; also: potency is read from the fitted curve at half-maximal effect; some results filed as inactive show a strong effect at the top dose
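HepG2 CAGA-GFP cells (1000/well, DMEM with 1% FBS) received compound, then TGF-beta at 500 pg/mL final, and were incubated 18 hours at 37 degrees C. Viability was read by CellTiter-Glo luminescence. Media-only wells were set as complete cell-killing and DMSO as no toxicity.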
Akt phos inh: blocks phosphorylation of Akt. 360,000 compounds, 0.32% hits. Neuro2A IGF-stimulated pAkt S473 HTRF, 20 min; stronger effect = lower value. activity change, % for hits at 50 µM; in the data active = activity change below about -80%; inconclusive = mostly about -51% to -80%; also: % is scaled to controls: 0 for no effect and ±100 for the full control effect
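Neuro2A cells in DMEM with 0.5% FBS, overnight at 37 deg C, given compound at single 50 µM final, then IGF (6 nM final) for 20 min at 37 deg C. Lysed; phospho-Akt Ser473 by HTRF after 24 h, 665/615 ratio.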
Nrf2 block: Nrf2 pathway inhibition; A549 ARE-Fluc reporter, luciferase luminescence, 18-24 h; Potency, µM (titrated, usually from 46 µM), inactives show at the top dose activity change, negative = inhibition, most hits filed as inhibitors; 360,000 compounds, 2.1% hits; also: potency is read from the fitted curve at half-maximal effect; % is scaled to controls: 0 for no effect and ±100 for the full control effect; nearly all actives have a fitted effect of over 60% in size
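Nrf2 activity is the BugLite luminescence, read 15 min after reagent at room temperature, following CellTiter-Fluor cytotoxicity readout (30 min, 37C). Compound titrations were applied for 18-24 h to 5000 A549 ARE_Fluc cells/well in 5% FBS OPTI-MEM.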
A549 tox: counter-screen for Nrf2 inhibitors: cytotoxicity in A549 cells; A549 ARE-Fluc cells, CellTiter-Fluor viability, 18-24 h; Potency, µM (doses to about 46 µM), for the others: at the top dose activity change, negative = cytotoxicity, actives largely listed as inhibitors; 390,000 compounds, 0.16% hits; AID 504648; also: potency is read from the fitted curve at half-maximal effect; % is scaled to controls: 0 for no effect and ±100 for the full control effect
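A549 ARE-Fluc cells in 5% FBS OPTI-MEM, 5000 cells/well, rested 2 h then exposed to compounds in concentration-response for 18-24 h at 37 °C. Viability by CellTiter-Fluor fluorescence (Ex 405/Em 525) after 30 min; luciferase luminescence (BugLite, 15 min, RT) read afterwards.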
CCT modulator: modulators of cytosolic chaperonin (CCT/TRiC) activity; purified chaperonin ATPase assay, HTRF ADP detection, 30 min; activity change, % (concentration not given with the values), hits read low; 360,000 compounds, 0.3% hits; AID 651819; in the data active = activity change below about -30%; also: % is scaled to controls: 0 for no effect and ±100 for the full control effect
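Nucleotide hydrolysis assay: TRiC at 20–40 nM final (set by batch activity) with 10 uM ATP, 30 min at 37 °C, in presence of 76 uM compound. Detection by competitive ADP HTRF, 30 min ambient.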
Nrf2 ARE act: activators of Nrf2 (ARE) signaling. AREc32 ARE-luciferase reporter (MCF7-derived line), luminescence, 24 h. Potency, µM (series often up to 46.1 µM), inactives show at the highest dose activation, hits mostly activators. 410,000 compounds, 0.31% hits. AID 624171; also: potency is read from the fitted curve at half-maximal effect; % of control where 0% means no effect; nearly all actives have a fitted effect of over 65% in size
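Steps: seed AREc32_Fluc cells (1000/well, 5% FBS OPTI-MEM); incubate overnight at 37 deg C; add 23 nL compound; incubate 24 hr; add Steady-Glo; hold 30 min RT; read luminescence.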
Active calls of the source: *; i = inactive; u = inconclusive; x = no result given; [ ] = another dose, or the depositor's remark. Unless noted, calls follow the shape of the dose curve; as a rule, active = well fitted curve in the direction sought with a large enough effect; inconclusive = small, poorly fitted or top-dose-only effect, or another doubt; inactive = no such curve, though single readings can be large; an effect the other way counts as inactive or inconclusive.

Structure	HepG2 viability	CCT modulator	Akt phos inh	Mm-Cpn inhibitor	Nrf2 block	S2 tox	TGFb SMAD3 inh	Nrf2 ARE act	A549 tox
COc1cc(Cl)ccc1OCc1cc(C(=O)N2CCC(N(C)C)C2)no1 (stereo unspecified)	2%	1.0	i	0%	22%	i	16%	0.5%	10%
Cc1ccc2c(c1)C1CN(C)CCC1N2C(=S)Nc1ccc(Cl)cc1Cl (stereo unspecified)	0%	1.1	i	-3%	u	i	-56%	4.6%	-5%
COc1ccc(NC(=O)C(c2ccccc2)N(C)C(=O)/C=C\c2ccc3c(c2)OCO3)cc1 (stereo unspecified)	-23%	x	x	x	2%[9.27 µM]	u	-25%	1.0%	-11%
COc1ccccc1NC(=O)Cn1cnc2c1c(=O)n(C)c(=O)n2C	1%	-0.1	i	3%	2%	i	-5%	0.3%	-2%
Cc1ccc(C)c(CN2CCCN(CC(=O)Nc3ccc(C)c(C)c3)S2(=O)=O)c1	-28%	x	x	x	-17%	x	u	0.4%	-11%
Cc1ccc(C(C)NC(=O)c2ccc3c(c2)OCCO3)cc1C (stereo unspecified)	7%	-9.8	i	1%	-13%	u	-21%	-0.6%	-25%
Cc1cc(C)cc(NC(=S)NCC2CCN(C(C)c3ccccc3)C2)c1 (stereo unspecified)	-34%	1.1	i	-2%	7%	u	-11%	0.1%	-1%
CCn1c(CC(=O)Nc2ccc(Cl)c(Cl)c2)nnc1SCc1ccc(Cl)cc1	5%	-3.6	i	0%	2%	i	32%	0.0%	0%
N#Cc1c(C#N)c(O)c2ccccc2c1O	-26%	2.1	i	0%	7%	u	-22%	0.3%	-1%
CCc1nc(SCC(=O)Nc2ccccc2Cl)n[nH]1	-28%	-1.6	i	-1%	2%	i	-2%	-0.5%	-11%
CCc1ccc(NC(=O)c2cnc3c(-c4ccccc4)c(C)nn3c2C)cc1	-20%	x	x	x	u	x	-13%	-0.1%	-2%
CNc1cncc(-c2ccc(NS(C)(=O)=O)cc2)n1	7%	0.9	i	x	x	i	4%	-0.2%	x
COc1ccc(-c2csc(C(C)(O)c3cccnc3)n2)cc1 (stereo unspecified)	-9%	-0.4	i	x	x	i	1%	3.9%	x
NC(=O)CSc1nnc(-c2cccc(S(=O)(=O)N3CCOCC3)c2)o1	-31%	-1.0	i	x	x	i	7%	-1.3%	x
Cc1nc(Nc2ccccc2F)c2nnn(Cc3ccccc3Cl)c2n1	-9%	-1.4	i	1%	u	i	12%	-1.0%	-10%
COCc1cc(C)nc(N2CCCCC2)c1C#N	-15%	0.2	i	1%	14%	i	3%	-0.5%	1%
CCCn1c(SC(C)C(=O)NCC2CCCO2)nc2cc(Cl)ccc2c1=O (stereo unspecified)	43%	-0.9	i	0%	-26%	i	1%	4.8%	-15%
O=C(Nc1nc(-c2ccc(F)c(F)c2)cs1)Nc1ccc(F)cc1F	11%	0.5	i	-3%	u	u	-10%	0.0%	-7%
O=C(NN1CCOCC1)c1ccccc1	-3%	-0.6	i	-1%	2%	i	-4%	-1.7%	6%
Cc1c([N+](=O)[O-])c(C(=O)NC2CCCC2)nn1C	3%	0.3	i	0%	7%	i	6%	-0.6%	2%
CCCCSCCCNC(=O)c1c[nH]c2ccc(S(=O)(=O)Nc3cccc(OC)c3)cc2c1=O	-21%	x	x	x	x	x	-22%	1.0%	10%
Cc1noc(C)c1C(=O)N1CCC1(C)C(=O)NS(=O)(=O)Cc1cccc(Cl)c1 (stereo unspecified)	2%	-1.0	i	x	x	i	4%	-0.2%[9.22 µM]	x
CC(=O)N1CCC(=NNC(=O)c2cc3ccccc3cc2O)CC1	-8%	-2.5	x	1%	1%	u	-9%	-0.5%	1%
CSCC[C@H](NC(=O)OC(C)(C)C)C(=O)N1CCC(C(=O)N[C@@H](C)C(=O)NC(C)c2ccccc2)CC1 (stereo partly specified)	-4%	-5.7	i	-3%	7%	i	-8%	2.5%	0%
CCCCOC(=O)c1ccc(NC(=O)C(CCS(C)(=O)=O)NC(C)=O)cc1 (stereo unspecified)	7%	3.5	i	0%	x	i	14%	0.5%	-10%
CCN(CC)S(=O)(=O)c1cccc(-c2nnc(C(=O)c3ccc(C(F)(F)F)cc3)o2)c1	6%	1.2	i	1%	-22%	i	-13%	-0.5%	7%
C=Cc1ccc(C(=O)N2CCCC(CCC(=O)N3CCN(c4ccccn4)CC3)C2)cc1 (stereo unspecified)	-4%	-1.3	i	-3%	-2%	i	0%	0.2%	13%
O=C(Nc1nccs1)C12CC3CC(C1)CC(C(=O)Nc1nccs1)(C3)C2	-6%	1.5	i	1%	x	i	-6%	3.8%	-1%
NC(=O)C1CCN(C(=O)c2cc3ccccc3cc2O)CC1	-15%	1.7	i	3%	1%	i	-2%	-0.3%	-3%
O=C(COC(=O)c1ccco1)Nc1nc2c(F)c(F)c(F)cc2s1	-26%	-2.0	i	-3%	2%	i	2%	2.2%	16%
Cc1ccc2c(CC(=O)NCCc3ccc(S(N)(=O)=O)cc3)coc2c1	10%	-1.2	i	0%	9%	i	u	-0.8%	-2%
O=C(Cn1c(=O)[nH]c2ccccc2c1=O)Nc1cccnc1	-6%	-0.9	i	-1%	2%	i	10%	0.3%	1%
CN1CCN(S(=O)(=O)c2cccc(C(=O)Nc3cc(C(F)(F)F)ccc3N3CCCC3)c2)CC1	-12%	-0.6	i	-7%	5%	u	-1%	0.0%	-7%
COc1ccc(CCNc2oc(-c3ccc(OC)c(OC)c3)nc2C#N)cc1	-15%	-0.2	i	-6%	23µM*	i	-2%	0.8%	-9%
CCOC(=O)Cn1nc(C)c(NC(=O)COc2ccc([N+](=O)[O-])cc2)c1C	-14%	0.6	i	0%	-1%	i	-5%	0.3%	0%
Cc1ccc(CCNC(=O)c2nnc(Cc3cccc(F)c3)o2)cc1	-4%	x	x	x	-26%	i	-10%	-0.7%	0%
COc1ccc(S(=O)(=O)NCCc2sc3nc(-c4ccc(C)cc4)nn3c2C)cc1C	-27%	x	x	x	x	x	u	-2.7%	u
CCOC(=O)Cn1c(CN2CCN(C(c3ccccc3)c3ccccc3)CC2)nc2c1c(=O)n(C)c(=O)n2C	-13%	1.1	i	0%	u	i	-13%	2.9%	-15%
CCOC(=O)c1c(NC(=O)Cn2cnc([N+](=O)[O-])n2)sc2c1CCC(C)C2 (stereo unspecified)	-28%	0.5	i	1%	0%	i	-6%	0.6%	0%
CCOC(=O)c1c(C)oc2c1c(C(c1cccnc1)N1CCOCC1)c(O)c1ccccc12 (stereo unspecified)	-24%	-2.0	i	-4%	6%	x	-23%	9.5%	0%
O=C(Nc1ccc(Oc2ccccc2)cc1)c1ccc2sc([C@H]3C[C@H](O)[C@@H](CO)O3)nc2c1	-28%	-2.6	i	x	x	u	-1%	-0.7%	x
CC1(C)CC(=O)C=C(c2cccc(OC(=O)c3ccc(-c4ccccc4)cc3)c2)C1=O	-3%	-0.4	i	x	x	i	-7%	3.0%	x
O=C(CSc1c2c(nc3ccc(Cl)cc13)CCCC2)NCc1ccccc1Cl	-35%	x	x	x	-2%	x	-12%	7.9%	0%
COC(=O)CCN(C(=O)c1ccc(C)c([N+](=O)[O-])c1)c1ccccn1	-4%	-2.6	i	2%	-21%	i	-2%	1.2%[9.22 µM]	1%
Cc1ccc2occ(/C=N/NC(N)=S)c(=O)c2c1	8%	-0.9	i	2%	u	i	-1%	2.2%	5%
O=C(Nc1ccccc1)N1CCn2c(nc3ccccc32)C1	-4%	-2.5	i	1%	4%	i	5%	0.3%	-2%
CCOCCOC(=O)C1=C(C)N(C)C(=O)NC1c1cc(Cl)c(O)c(OCC)c1 (stereo unspecified)	-13%	-2.2	i	-2%	-8%	i	-9%	2.1%	x
Cn1nnnc1SCCNCc1ccc(OCc2ccccc2)cc1	-108%	x	x	x	19%	i	5%	-0.6%	2%

4 compounds picked at random from the list so far, as already listed:
Structure	HepG2 viability	CCT modulator	Akt phos inh	Mm-Cpn inhibitor	Nrf2 block	S2 tox	TGFb SMAD3 inh	Nrf2 ARE act	A549 tox
Cc1ccc(C)c(CN2CCCN(CC(=O)Nc3ccc(C)c(C)c3)S2(=O)=O)c1	-28%	x	x	x	-17%	x	u	0.4%	-11%
NC(=O)C1CCN(C(=O)c2cc3ccccc3cc2O)CC1	-15%	1.7	i	3%	1%	i	-2%	-0.3%	-3%
CCOC(=O)Cn1nc(C)c(NC(=O)COc2ccc([N+](=O)[O-])cc2)c1C	-14%	0.6	i	0%	-1%	i	-5%	0.3%	0%
CCOCCOC(=O)C1=C(C)N(C)C(=O)NC1c1cc(Cl)c(O)c(OCC)c1 (stereo unspecified)	-13%	-2.2	i	-2%	-8%	i	-9%	2.1%	x

Screens: PubChem BioAssay, National Center for Advancing Translational Sciences (NCATS)

Compounds as they come; any-hit rate near 4.4%.
